Arr AP2 block: blocks beta-arrestin peptide binding to AP2 adaptin; 340,000 tested, 0.31% active; FITC-arrestin peptide / GST-AP2 beads, flow cytometry; AP2 beta2 appendage carries R879A mutation; AID 504490; inhibition, % at 10 µM;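 active = inhibition above a set limit, near 3 SD of compounds lacking own fluorescence, cut at about 54% in these data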;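 note: plate controls were DMSO wells for no effect and 5 µM unlabelled arrestin peptide for full effect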
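System: GST-AP2 R879A glutathione beads; medium: PBS, Tween 20 0.05%, BSA 0.1%; reagent: fluorescein-tagged arrestin peptide at 50 nM final; schedule: pre-incubation 12 min, peptide binding 1 h, room temperature; detection: flow cytometry, FL1 (488/535 nm); read-out: inhibition as reduced fluorescein signal on beads, percent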
PKA-R2B activ: activators of human PKA-R2B complex. P22694+P31323. PKA-R2B holoenzyme dissociation, Cy5-IP20 fluorescence polarization; R2B truncated from residue 108, S112A mutant; 0% DMSO only, 100% 113 µM cGMP. activation, % at 11.4 µM. 340,000 tested, 0.079% active. AID 504700;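 active = activation above a cutoff set at the mean over all compounds plus 3 SD, cut at about 18% in these data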;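 note: higher means more holoenzyme dissociation and a rise in polarization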
PvdQ inh: blocks Pseudomonas aeruginosa PvdQ acylase activity. purified PvdQ acylase, fluorescence plate reader. inhibition, % at 10 µM. 340,000 tested, 0.063% active; in the data active = inhibition above about 30%, passing the limit was not always enough;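 note: 0% = vehicle neutral wells and 100% = reference inhibitor wells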
Cardiac RTF inh: cardiac RTF calcium desensitization | P19429+P45379 | IANBD-labeled cardiac RTF, Ca2+ fluorescence | inhibition, % at 7.15 µM | 340,000 tested, 0.12% active;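 active = inhibition above the mean inhibition of all tested compounds plus 3 SD, cut at about 17% in these data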;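 note: assay run at fixed EC70 calcium of 1.6 mM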
NSD2 inh: inhibitors of human histone methyltransferase NSD2; O96028; NSD2 peptide methylation, AlphaScreen, 120 min; inhibition, % at 12.5 µM; 310,000 tested, 0.54% active; in the data active = inhibition above about 50%
Target sequence (O96028 whole entry, looked up): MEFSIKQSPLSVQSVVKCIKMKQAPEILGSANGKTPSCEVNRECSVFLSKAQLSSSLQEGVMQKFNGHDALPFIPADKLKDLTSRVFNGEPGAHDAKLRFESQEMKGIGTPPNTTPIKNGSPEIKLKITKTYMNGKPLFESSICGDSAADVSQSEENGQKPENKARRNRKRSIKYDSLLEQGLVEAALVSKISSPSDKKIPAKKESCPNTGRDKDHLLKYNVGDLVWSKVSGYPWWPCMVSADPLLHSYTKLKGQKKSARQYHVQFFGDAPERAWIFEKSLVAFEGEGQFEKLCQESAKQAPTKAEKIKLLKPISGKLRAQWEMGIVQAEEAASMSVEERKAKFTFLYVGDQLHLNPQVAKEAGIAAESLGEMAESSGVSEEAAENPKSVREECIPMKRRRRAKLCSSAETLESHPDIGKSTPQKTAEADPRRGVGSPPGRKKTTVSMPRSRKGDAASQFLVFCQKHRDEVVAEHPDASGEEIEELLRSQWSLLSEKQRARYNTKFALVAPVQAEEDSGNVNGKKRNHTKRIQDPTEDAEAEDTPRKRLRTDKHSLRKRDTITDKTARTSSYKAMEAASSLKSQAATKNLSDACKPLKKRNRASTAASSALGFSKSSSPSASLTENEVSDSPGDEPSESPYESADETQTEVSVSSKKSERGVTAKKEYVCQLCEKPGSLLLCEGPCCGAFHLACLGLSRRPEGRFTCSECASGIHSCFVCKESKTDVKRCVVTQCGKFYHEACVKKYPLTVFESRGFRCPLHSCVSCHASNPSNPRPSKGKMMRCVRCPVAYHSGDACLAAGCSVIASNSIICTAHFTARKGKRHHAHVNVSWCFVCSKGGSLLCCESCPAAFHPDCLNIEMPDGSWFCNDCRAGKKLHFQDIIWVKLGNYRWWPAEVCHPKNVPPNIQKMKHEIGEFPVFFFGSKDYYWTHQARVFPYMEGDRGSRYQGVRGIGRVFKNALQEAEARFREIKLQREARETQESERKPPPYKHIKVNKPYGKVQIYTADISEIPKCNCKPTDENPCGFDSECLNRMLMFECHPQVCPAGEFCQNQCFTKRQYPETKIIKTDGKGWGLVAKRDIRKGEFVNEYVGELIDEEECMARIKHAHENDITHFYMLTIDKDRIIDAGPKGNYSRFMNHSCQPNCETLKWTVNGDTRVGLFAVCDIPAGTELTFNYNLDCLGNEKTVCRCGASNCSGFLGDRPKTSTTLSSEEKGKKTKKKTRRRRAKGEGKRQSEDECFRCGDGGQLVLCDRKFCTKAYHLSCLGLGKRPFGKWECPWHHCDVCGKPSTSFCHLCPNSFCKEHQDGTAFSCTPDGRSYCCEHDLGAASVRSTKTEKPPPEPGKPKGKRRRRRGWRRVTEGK
SR-BI HDL uptake: inhibitors of mouse SR-BI mediated HDL lipid uptake; inhibition, % at 12.5 µM; AID 488896; Q61009; 320,000 tested, 0.96% active; ldlA[mSR-BI] CHO cells, DiI-HDL uptake fluorescence, 3 h;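 active = mean replicate inhibition of at least 70% and a set share of replicates each scoring 70 or more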;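 note: 0% = median of neutral control wells and 100% = median of positive control wells; values of inactives mirror those of a sister screen read the other way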
DAGLB inhibitor: blocks human DAGLB lipase activity; 340,000 tested, 0.059% active; Q8NCG7; inhibition, % at 5.17 µM; HEK293T DAGLB membrane lysate, EnzChek fluorogenic substrate; in the data active = inhibition above about 34%;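 note: 0% = enzyme with vehicle and 100% = wells lacking enzyme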
C-LANA FP: blocks KSHV LANA C-terminal domain binding to DNA; MBP-C-LANA/FAM-LBS DNA binding, fluorescence polarization; inhibition, % at 9 µM; 340,000 tested, 0.078% active; AID 504423;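 active = highest replicate inhibition at or above 60% at 9 µM, even if other replicates fall short; inactive = all replicates below 60% inhibition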;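 note: 0% = neutral control wells and 100% = 4 µM acridine orange control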
SR-BI uptake up: SR-BI HDL lipid transfer activation. 320,000 tested, 0.096% active. CHO ldlA[mSR-BI] cells, DiI-HDL uptake fluorescence, 3 h; 100 = double the neutral-control signal. activation, % at 12.5 µM;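 active = mean replicate activation of at least 60% and every replicate at or above 60%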;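 note: 0% = median plate neutral-control signal and 100% = twice that signal; values of inactives mirror those of a sister screen read the other way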
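system = CHO ldlA[mSR-BI] cells, LDL receptor-null, SR-BI overexpressing | medium = Ham's F12 with 0.5% BSA, HEPES 25 mM, pH 7.4 | probe or stimulus = DiI-HDL 10 µg/mL | compound dosing = single-point compound dose | incubation = compound exposure 3 h, 37 °C | technique = DiI fluorescence, bottom read | read-out = cell-associated DiI fluorescence as measure of HDL uptake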
Keap1-Nrf2 PPI: Keap1-Nrf2 (human) interaction inhibition; Keap1 Kelch-Nrf2 peptide fluorescence polarization, 1536-well; inhibition, % at 9.4 µM; 340,000 tested, 0.15% active; AID 504523; in the data active = inhibition above about 12%;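 note: human Keap1 Kelch domain with fluorescein labeled Nrf2 9mer peptide probe; 0% = neutral control wells and 100% = peptide positive control; higher means more block of Keap1 binding to Nrf2 peptide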
* = called active by the depositor; nt = not tested or not shown.

SMILES	Arr AP2 block	PKA-R2B activ	PvdQ inh	Cardiac RTF inh	NSD2 inh	SR-BI HDL uptake	DAGLB inhibitor	C-LANA FP	SR-BI uptake up	Keap1-Nrf2 PPI
CCOC(=O)C1=CN(Cc2cccc(F)c2)S(=O)(=O)NC1c1ccc(Br)cc1F (configuration not stated)	34	-3	9	-2	nt	11	-9	-1.2	-11	2
CCOC(=O)C1CCN(C(=O)c2cc(CN3C(=O)c4ccccc4C3=O)ccc2OCC)CC1	-15	-16	-1	-16	-7	11	1	-0.2	-11	4
NS(=O)(=O)c1cccc(NC(=O)CSc2nnc(-c3ccccc3)o2)c1	-12	-2	1	1	-2	-7	-1	6.0	7	-1
COc1ccc(C(=O)NNC(=O)c2ccc(C(C)(C)C)cc2)cc1	-21	-4	-15	-13	-2	1	-4	-0.5	-1	-1
CCC1CCCCN1C(=O)CCCc1ccccc1 (configuration not stated)	13	4	2	-3	-1	-14	-3	-1.9	14	1
CCN1CCc2nc3sc(C(=O)Nc4cccnc4Cl)c(N)c3cc2C1	1	5	-8	-9	4	23	-2	2.0	-23	-6
Cc1cc(C)cc(N(CC(=O)N2CCn3c2nc2ccccc23)S(=O)(=O)c2c(C)noc2C)c1	19	-9	3	-3	nt	-16	0	-1.1	16	3
COC(=O)c1ccc(OS(=O)(=O)c2ccc(NC(C)=O)cc2)cc1	5	0	1	9	-1	-10	-2	1.9	10	-4
COc1ccc(-c2c(NC(=O)c3ccco3)n(-c3ccccc3)nc(C)c2=O)cc1	18	10	3	-5	-4	-27	-2	-0.4	27	-1
CC1Sc2ccc(C(=O)NCc3ccccn3)cc2NC1=O (configuration not stated)	15	0	-1	0	-2	-13	-1	2.7	13	0
O=C(Cc1ccccc1[N+](=O)[O-])Nc1ccccc1C(=O)N1CCCC1	9	3	-12	-4	-1	-3	-1	-0.1	3	-6
O=C1c2ccc(-c3ccc(F)cc3OCc3ccccc3)cc2S(=O)(=O)c2cccc(C(=O)N3CCN(c4ncc(Cl)cc4Cl)CC3)c21	-2	-2	-6	-6	nt	49	-5	-1.2	-49	-4
O=C(c1cccc(F)c1)N1CCN(C(=O)c2nn3cccnc3c2Cl)CC1	4	-5	-8	-7	2	7	-1	-0.1	-7	2
Nc1ccc(C(=O)Nc2nc3ccccc3s2)cc1	12	-12	-2	-12	nt	15	3	-2.0	-15	4
COc1cc(C(Nc2ccccn2)c2c(NC(=O)c3ccco3)sc(C)c2C)cc(OC)c1OC (configuration not stated)	5	-4	0	-4	4	-5	1	0.7	4	-1
O=C(CSc1nnc(-c2cccc(F)c2)o1)N1CCCC1	22	-2	-1	-1	-2	nt	-3	-1.2	nt	2
COc1ccc(NC(=O)CSc2nc(N3CCCCC3)nc(N3CCCCC3)n2)cc1	10	1	8	1	5	31	-1	-0.6	-31	5
C(=N\Nc1nc2ccccc2[nH]1)/c1ccncc1	6	4	0	-11	-2	-9	0	-1.5	9	1
O=C(CCCC(=O)N(CC(=O)NC1CCCCC1)Cc1ccccc1)Nc1ccccn1	-2	-3	-18	-11	-2	3	-5	-0.1	-3	-2
Cc1ccc(-n2c(=O)[nH]c3c(C(N)=O)nc(CC(C)C)nc32)cc1	-2	-6	1	-3	2	-2	3	3.6	2	-1
CCS(=O)(=O)c1nc(S(=O)(=O)c2ccc(Cl)cc2)c(N2CCOCC2)s1	-23	10	-6	1	-1	1	-4	1.5	-1	6
Nc1nc(Cl)cc(N2CCCC2)n1	-8	2	0	-3	nt	2	0	-5.6	-2	5
COc1ccc(C(=O)N/N=C/c2cc(Br)ccc2O)cc1OC	-8	-2	-20	2	-2	120*	1	-11	-120	-5
O=C(Nc1ccc(F)cc1)c1cccc(N2C(=O)C3C4C=CC(C5CC45)C3C2=O)c1 (configuration not stated)	3	-9	-10	-10	12	17	-2	-1.0	-17	-2

One compound at a time, from the list above:
CCS(=O)(=O)c1nc(S(=O)(=O)c2ccc(Cl)cc2)c(N2CCOCC2)s1 in the list: Arr AP2 block = -23; PKA-R2B activ = 10; PvdQ inh = -6; Cardiac RTF inh = 1; NSD2 inh = -1; SR-BI HDL uptake = 1; DAGLB inhibitor = -4; C-LANA FP = 1.5; SR-BI uptake up = -1; Keap1-Nrf2 PPI = 6
O=C(CSc1nnc(-c2cccc(F)c2)o1)N1CCCC1 in the list: Arr AP2 block = 22; PKA-R2B activ = -2; PvdQ inh = -1; Cardiac RTF inh = -1; NSD2 inh = -2; SR-BI HDL uptake = nt; DAGLB inhibitor = -3; C-LANA FP = -1.2; SR-BI uptake up = nt; Keap1-Nrf2 PPI = 2

(further entries)
SMILES	Arr AP2 block	PKA-R2B activ	PvdQ inh	Cardiac RTF inh	NSD2 inh	SR-BI HDL uptake	DAGLB inhibitor	C-LANA FP	SR-BI uptake up	Keap1-Nrf2 PPI
Cc1c(Cl)c([N+](=O)[O-])nn1Cc1ccc(C(=O)N/N=C\c2cc(Cl)ccc2O)o1	44	-4	-3	-2	nt	129*	4	1.8	-129	5
O=C(Cc1ccc(Cl)cc1)NC1CCCN(Cc2ccccc2F)C1 (configuration not stated)	-12	-9	-17	-10	0	5	-4	-1.2	-5	-4
N#Cc1c2n(c(=S)n(-c3ccc(OC(F)F)cc3)c1=O)CCCCC2	18	-10	5	9	-2	7	-2	-1.6	-7	-6
CCCCc1cc(=O)oc2cc(C)cc(OCC(=O)N3CCC(C(=O)O)(c4ccccc4)CC3)c12	29	-3	15	2	nt	-14	3	2.5	14	-1
CCC(C(=O)Nc1ccc([N+](=O)[O-])cn1)c1ccccc1 (configuration not stated)	14	-10	1	2	6	25	2	1.2	-25	-4
CC12CCC(O)CC1=CCC1C2CCC2(C)C(c3ccn[nH]3)CCC12 (configuration not stated)	3	-2	-13	3	0	-8	2	-0.3	8	-2
O=C(NC1CCS(=O)(=O)C1)c1ccc(Br)o1 (configuration not stated)	23	-17	1	6	-1	3	-4	-0.3	-3	1
COc1ccc(S(=O)(=O)N2CCCCC2)cc1NC(=O)c1ccc(Cl)nc1	11	2	-8	-3	-2	35	3	-0.6	-35	-3
Cc1ccc(NC(=O)CSc2nnc(C3CC3)n2CC2CCCO2)c(C)c1 (configuration not stated)	6	0	1	5	1	-20	1	0.4	20	-3
Cc1cc(=O)oc2cc(OCc3ccc(C(=O)OCC(=O)Nc4ccccc4OC(F)F)cc3)ccc12	7	-6	-10	-2	nt	21	7	-0.7	-21	-4
Cc1ccc(C)c(CSc2nnc(C)c(=O)n2N)c1	19	-5	-26	-1	-3	-13	-1	0.4	13	1
Cc1nn(-c2ccccc2)c2sc(C(=O)c3c(N)n(C)c(=O)n(C)c3=O)cc12	7	-12	-10	5	3	14	-2	0.8	-14	-1
COc1ccccc1N(CC1CO1)S(=O)(=O)c1ccc(C)cc1 (configuration not stated)	-3	2	-3	-11	1	-2	0	-3.7	2	-1
Cc1nc2sc(C(c3ccco3)N3CCN(C(c4ccccc4)c4ccccc4)CC3)c(O)n2n1 (configuration not stated)	-8	-2	-7	-7	nt	nt	-2	-1.7	nt	-11
CCOC(=O)C1(Cc2ccc(OC)cc2)CCN(C(=O)[C@@H]2CCCN2C(C)=O)CC1	3	1	-2	-2	0	35	-1	0.3	-35	1
CC(=O)Nc1ccc(S(=O)(=O)NCc2csc(-c3cccnc3)n2)cc1	8	-9	4	2	-2	-6	3	-0.2	6	-4
CCOC(=O)N1CCC(NC(=O)c2cc3c(=O)n(C)c4ccccc4c3n2C)CC1	2	2	-9	-5	nt	52	-2	-2.3	-52	0
O=C(CC1Oc2ccccc2NC1=O)NC1CCCC1 (configuration not stated)	0	3	-4	-5	nt	-15	0	-1.6	15	1
O=C(C1CCCN(S(=O)(=O)c2cc(Cl)ccc2Cl)C1)N1CCCCCC1 (configuration not stated)	-12	-17	-14	-8	2	34	-3	-1.0	-34	1
COc1cc2c(cc1OC)CN(C(=O)c1ccc3[nH]c(C)c(C)c3c1)CC2	0	-9	-14	-3	nt	2	-1	3.1	-2	1
Cc1ccc(CSc2nnc(-c3ccc4c(c3)OCO4)o2)cc1	13	11	0	-1	1	-11	-13	0.2	11	6
COc1ccc(NC(=O)COC(=O)CN2C(=O)C3CC=CCC3C2=O)c([N+](=O)[O-])c1 (configuration not stated)	-9	8	-10	-7	2	-7	1	0.5	7	-3
Cc1ccc(C23CC4CC(CC(C(=O)NCC(=O)O)(C4)C2)C3)cc1	15	0	11	-4	1	-25	-1	0.6	25	-1
CCOc1ccc(C(Nc2cccnc2)c2cc(Cl)c3cccnc3c2O)cc1 (configuration not stated)	9	4	-13	-10	-5	1	1	-1.5	-1	-5
COc1ccc(OC)c(Nc2nc(N)c([N+](=O)[O-])c(N3CCOCC3)n2)c1	36	1	-1	0	2	19	-5	-1.3	-19	-1
C=CCOC(=O)c1[nH]c2c(c1C)C(=O)CC(c1cc(OC)c(OC)c(OC)c1)C2 (configuration not stated)	-1	1	-10	1	nt	72*	-6	-0.7	-72	-3
CC(C)CC(NC(=O)C(CO)NC(=O)C1CCC(=O)N1)C(N)=O (configuration not stated)	7	-7	-5	-6	7	-15	0	-2.4	15	-1
Cc1cccc2sc(NC(=O)CN3C(=O)NC4(CCCC4)C3=O)nc12	-13	-2	-10	-11	-1	24	-1	-0.4	-24	-5
COCCn1c(SCC(=O)c2ccc3c(c2)OCCO3)nnc1C(C)C	9	-7	6	1	-3	-7	-1	-0.2	7	-2
CC(C)(C)Cc1nnc(NC(=O)CN2C(=O)c3ccccc3C2=O)s1	2	5	-5	-11	9	-3	0	-1.4	3	-4
Cc1ccc(N2CCN(C(=O)CNS(=O)(=O)c3ccc(Br)s3)CC2C)cc1 (configuration not stated)	19	9	8	5	1	-15	4	-1.9	15	1
O=C(COc1ccccc1)OC(C(=O)c1ccccc1)c1ccccc1 (configuration not stated)	-1	0	-5	1	-3	12	-5	0.1	-12	5
N#Cc1cccc(NC(=O)COC(=O)c2cc(S(=O)(=O)Nc3ccccc3Cl)ccc2O)c1	-13	3	-7	0	4	8	4	-1.5	-8	-1
CCCn1nc(NC(=O)COC)c2cc3cccc(C)c3nc21	-12	-11	-1	-5	-6	17	5	2.2	-17	1
Cc1ccc(C)c(OCC(O)CN2CCCCC2C)c1 (configuration not stated)	3	-8	-8	-5	1	-7	3	1.7	7	-3
CC(=O)c1nc2ccccc2n1CCc1ccccc1	-11	12	-3	-1	0	18	-5	0.0	-18	1
O=C(Nc1ccccc1)Nc1nnc(-c2ccccc2)o1	-2	2	-4	0	-1	-29	1	-1.0	29	-2
